S2 tox = Viability Counterscreen for Primary qHTS for Inhibitors of ATXN expression; S2 cells (HEK-293 line with an ATXN2-luciferase reporter) viability, CellTiter-Fluor protease fluorescence, 24 h; Potency, µM (titrated, usually from 56.7 µM), usual class: cytotoxic; 400,000 tested, 0.49% active; AID 651635, 2014; also: potency is read from the fitted curve at half-maximal effect; nearly all actives have a fitted effect of over 40% in size
IL2 activator = qHTS of IL-2 Activators. activation, % (series mostly up to about 46 µM). AID 652025, 2013. IL-2 activation reporter assay, cell-based qHTS; stimulated with anti-CD3/CD4/CD28 beads; in transgenic mouse T cells. 360,000 tested, 0.065% active; in the data active = activation above about 50%; inconclusive = mostly about 30% to 49%; also: 0% is about no effect
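Using fluorescent plate cytometry, EGFP and DsRed are detected in transgenic mouse T cells stimulated 18 h at 37 degrees C with antibody-coated beads after 60 min compound pretreatment.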
HepG2 tox = qHTS for Inhibitors of TGF-b: Cytotox Counterscreen; HepG2 CAGA-GFP viability, ATP luminescence, 18 h; Potency, µM (top dose mostly 46.1 µM), for inactives: at the top dose activity change, negative = cytotoxicity, usual class: cytotoxic; 410,000 tested, 0.76% active; AID 588856, 2011; also: potency is read from the fitted curve at half-maximal effect; some results filed as inactive show a strong effect at the top dose
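HepG2 CAGA-GFP cells (1000/well, DMEM with 1% FBS) received compound, then TGF-beta at 500 pg/mL final, and were incubated 18 hours at 37 degrees C. Viability was read by CellTiter-Glo luminescence. Media-only wells were set as complete cell-killing and DMSO as no toxicity.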
EPAC2 ag = qHTS for Agonist of cAMP-regulated guanine nucleotide exchange factor 4 (EPAC2): primary screen; Rap guanine nucleotide exchange factor 4 (Homo sapiens), Q8WZA2; EPAC2 activation, biochemical qHTS; response scale: 100% = 6.5 mM cAMP response; Potency, µM (top dose mostly 154 µM), for the others: at the highest dose activation, usual class: activators; 360,000 tested, 0.079% active; AID 720711, 2013; also: potency is read from the fitted curve at half-maximal effect; nearly all actives have a fitted effect of over 50% in size
Target sequence (Q8WZA2 whole entry, looked up): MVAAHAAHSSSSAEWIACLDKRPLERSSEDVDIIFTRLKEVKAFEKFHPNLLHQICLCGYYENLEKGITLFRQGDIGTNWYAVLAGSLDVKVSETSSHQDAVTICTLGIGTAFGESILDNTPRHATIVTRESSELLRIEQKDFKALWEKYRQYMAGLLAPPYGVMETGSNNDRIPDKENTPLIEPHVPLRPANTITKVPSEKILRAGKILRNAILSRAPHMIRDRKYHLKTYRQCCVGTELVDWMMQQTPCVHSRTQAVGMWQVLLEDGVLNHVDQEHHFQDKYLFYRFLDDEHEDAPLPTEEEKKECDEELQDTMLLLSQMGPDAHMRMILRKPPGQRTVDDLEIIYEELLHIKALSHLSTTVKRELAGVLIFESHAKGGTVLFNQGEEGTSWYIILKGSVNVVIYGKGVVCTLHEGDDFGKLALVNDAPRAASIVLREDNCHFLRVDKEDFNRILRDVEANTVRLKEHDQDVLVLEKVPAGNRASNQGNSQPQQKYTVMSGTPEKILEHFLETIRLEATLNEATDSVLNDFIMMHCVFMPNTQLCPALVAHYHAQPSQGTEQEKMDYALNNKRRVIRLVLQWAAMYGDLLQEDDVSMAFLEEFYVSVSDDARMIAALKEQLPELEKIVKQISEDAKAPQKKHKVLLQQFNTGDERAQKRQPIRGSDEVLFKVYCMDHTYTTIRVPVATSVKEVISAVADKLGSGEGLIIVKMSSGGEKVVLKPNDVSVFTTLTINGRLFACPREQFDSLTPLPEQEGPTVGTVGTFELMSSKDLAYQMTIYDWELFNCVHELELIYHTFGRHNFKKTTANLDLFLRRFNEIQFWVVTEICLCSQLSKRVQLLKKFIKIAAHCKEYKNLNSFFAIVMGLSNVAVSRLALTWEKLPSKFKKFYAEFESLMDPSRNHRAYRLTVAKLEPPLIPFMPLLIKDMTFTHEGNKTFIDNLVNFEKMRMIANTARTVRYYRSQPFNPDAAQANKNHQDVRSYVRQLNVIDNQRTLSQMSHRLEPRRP
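Exchange assay: 100 nM EPAC2 with 250 nM Rap1B-BODIPY-GDP and 50 uM GDP. Fluorescence (ex 480/em 540 nm) read every 5 min for 30 min at room temperature. Data normalized to 6.5 mM cAMP as agonist control.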
Nrf2 ARE act = qHTS of Nrf2 Activators; AREc32 ARE-luciferase reporter (MCF7-derived line), luminescence, 24 h; Potency, µM (highest dose often 46.1 µM), without a hit: at the top dose activation, actives largely listed as activators; 410,000 tested, 0.31% active; AID 624171, 2012; also: potency is read from the fitted curve at half-maximal effect; % of control where 0% means no effect; nearly all actives have a fitted effect of over 65% in size
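Cells of the AREc32 ARE-luciferase line are plated in OPTI-MEM containing 5% FBS and left overnight at 37 deg C. Compounds are pinned in, incubation continues 24 hr, and firefly luciferase signal is then measured.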
A549 viability = Nrf2 qHTS screen for inhibitors: counterscreen for cytotoxicity | Potency, µM (top dose mostly 46 µM), inactives show at the highest dose activity change, negative = cytotoxicity, most hits filed as inhibitors | A549 ARE-Fluc cells, CellTiter-Fluor viability, 18-24 h | 390,000 tested, 0.16% active; also: potency is read from the fitted curve at half-maximal effect; % is scaled to controls: 0 for no effect and ±100 for the full control effect
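A549 ARE_Fluc cells in 5% FBS OPTI-MEM were exposed to compounds in concentration-response for 18-24 h at 37 deg C. Viability was read by CellTiter-Fluor fluorescence (Ex 405/Em 525) after 30 min, before the luciferase read.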
Nrf2 inh = Nrf2 qHTS screen for inhibitors; A549 ARE-Fluc reporter, luciferase luminescence, 18-24 h; AID 504444, 2011; Potency, µM (series often up to 46 µM), inactives show top-dose activity change, negative = inhibition, usual class: inhibitors; 360,000 tested, 2.1% active; also: potency is read from the fitted curve at half-maximal effect; % is scaled to controls: 0 for no effect and ±100 for the full control effect; nearly all actives have a fitted effect of over 60% in size
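Two sequential reads on A549 ARE_Fluc cells exposed to compound for 18-24 h: a CellTiter-Fluor fluorescence read for viability, then a luciferase luminescence read for Nrf2/ARE activity.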
ATXN2 expr inh = Primary qHTS for Inhibitors of ATXN expression; HEK-293 ATXN2-luciferase reporter, luminescence, 24 h; Potency, µM (top dose mostly 57 µM), for the others: at the highest dose activity change, negative = inhibition, most hits filed as inhibitors; 360,000 tested, 0.72% active; AID 1745845, 2022; also: potency is read from the fitted curve at half-maximal effect; % is scaled to controls: 0 for no effect and ±100 for the full control effect; nearly all actives have a fitted effect of over 55% in size
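qHTS (up to 57 uM final) was run with 24 h compound exposure of reporter cells at 37 °C. Each well was multiplexed: SteadyGlo luminescence measured ATXN2-luciferase expression after a fluorogenic Gly-Phe-AFC viability readout (25 uM final).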
TGFb SMAD3 inh = qHTS for Inhibitors of TGF-b; HepG2 CAGA-GFP TGF-b/SMAD3 reporter, GFP fluorescence, 18 h; TGF-beta stimulated, 500 pg/mL final; Potency, µM (series often up to 46.1 µM), for the others: at the highest dose activity, negative = inhibition, usual class: inhibitors; 410,000 tested, 1.2% active; AID 588855, 2011; also: potency is read from the fitted curve at half-maximal effect; % is scaled to controls: 0 for no effect and ±100 for the full control effect; nearly all actives have a fitted effect of over 65% in size
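Using HEPG2 CAGA-GFP reporter cells at 1000 cells/well, we pinned test compounds, stimulated with recombinant TGF-beta (500 pg/mL final) and measured total well GFP after 18 h.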
An asterisk follows results filed as active; i = inactive; ? = inconclusive; . = not tested or not shown; & = joins results of further samples; [ ] = dose if it differs, or a comment. Unless noted, calls follow the shape of the dose curve; as a rule, active = well fitted curve in the direction sought with a large enough effect; inconclusive = small, poorly fitted or top-dose-only effect, or another doubt; inactive = no such curve, though single readings can be large; an effect the other way counts as inactive or inconclusive. Hits appear at their usual frequency; about 4.3% have a hit in one of these screens.

Order of values – S2 tox | IL2 activator | HepG2 tox | EPAC2 ag | Nrf2 ARE act | A549 viability | Nrf2 inh | ATXN2 expr inh | TGFb SMAD3 inh
COc1ccc(C(=O)NCCc2nnc3ccc(SCC(=O)NCc4ccccc4)nn23)cc1
→ i | 1.5 | -39% | -1% | -0.5% | 1% | 6% | -13% | ?
O=C(C1CCC(=O)N1Cc1ccccc1Cl)N1CCN(c2cccc(Cl)c2)CC1 (stereo not given)
→ i | -0.6 | 7% | 1% | -0.1% | -2% | -17% | -15% | 0%
Cn1c(=O)c(-c2ccccc2[N+](=O)[O-])c(Cl)c2ccccc21
→ ? | 0.1 | 5% | 8% | 0.1% | ? | 4% | 0% | -23%
Cn1ccnc1SCC(=O)Nc1cccc2ccccc12
→ i | 0.4 | -4% | -4% | 4.1% | 1% | 0% | 21% | ?
COc1ccc(NC(=O)CN(C)C(=O)Cc2c[nH]c3ccccc23)cc1
→ i | -0.2 | -8% | 2% | 2.1% | 5% | ? | -7% | 7%
COc1cccc(CC2(CO)CCCN(Cc3cn[nH]c3-c3ccccc3)C2)c1 (stereo not given)
→ i | -0.2 | -26% | 7% | 0.5% | 1% | 16% | -22% | -18%
CC(C(=O)NCc1ccccc1)N1C(=O)CN(C)C(=O)c2ccccc21 (stereo not given)
→ ? | -1.0 | 1% | 11% | -0.4% | 0% | -19% | -11% | 13%
CN(c1nc(-c2ccc(Br)cc2)cs1)C1CCS(=O)(=O)C1 (stereo not given)
→ i | 0.0 | -14% | 14% | -0.3% | -7% | -38% | 41%[activator][11.3 µM] | -12%
COc1cccc(C(=O)NC(=O)Nc2ccc(-n3nc(C(F)(F)F)cc3C(F)(F)F)cc2)c1
→ i | . | -22% | . | -1.1% | 21% | 13% | 7% | -8%
O=C(NC1CCCC1)C1C2C=CC3(CN(Cc4cccs4)C(=O)C13)O2 (stereo not given)
→ i | -1.5 | 10% | 7% | -0.8% | 2% | 9% | 4% | 8%
O=C1CC(c2ccccc2Cl)C2=C(COC2=O)N1 (stereo not given)
→ i | -0.1 | -3% | -10% | -0.4% | 17% | 4% | 4% | 0%
COc1cc(C)c(Br)cc1S(=O)(=O)NCCN1CCOCC1
→ i | -0.1 | -6% | 9% | -0.4% | -9% | -5% | -1% | 11%
CCCCn1c(N)c(N(CCC(C)C)C(=O)COC(=O)c2sccc2C)c(=O)[nH]c1=O
→ i | 0.1 | -1% | -10% | -1.7% | -7% | -17% | 2% | 10%
Oc1ccc(C[C@@H]2CNCCN2CCc2cccc(F)c2)cc1
→ i | -0.3 | -2% | 8% | -0.2% | 3% | -11% | -7% | -3%
CCc1ccc(NC(=S)N2CCN(S(=O)(=O)c3ccccc3)CC2)cc1
→ i | -0.1 | -5% | -3% | 0.0% | 8% | -6% | -5% | 0%
Cc1ccc(C(=O)NCCN2CCN(C(=O)c3ccc(C)c(C)c3)CC2)cc1C
→ i | -1.1 | 1% | 9% | 0.0% | 4% | -5% | -20% | 0%
OCCc1c[nH]c2ccccc12
→ i | 0.6 | 2% | -3% | 0.8% | 4% | 15% | 7% | 8%
O=C(c1ccc(COc2c(F)c(F)cc(F)c2F)o1)N1CCN(c2ccccc2)CC1
→ i | 1.4 | -15% | 3% | -0.1% | ? | ? | -25% | -9%
Cc1c(Cl)cccc1NS(=O)(=O)c1ccc2[nH]cc(C(=O)NC3CCCC3)c(=O)c2c1
→ ? | . | -26% | . | 1.0% | 0% | ? | -15% | ?
CN1CCc2nc3sc(C(=O)Nc4c(F)cccc4F)c(N)c3cc2C1
→ . | . | 1% | . | 5.7% | -1% | ? | . | -13%
O=C(O)CCn1c(O)c(C=C2N=c3ccccc3=N2)sc1=S
→ i | -0.1 | -1% | 2% | 25% | ? | ? | . | ?
CCOC(=O)CNC(=S)SC
→ i | -2.9 | -10% | 13% | 0.6% | -1% | -1% | 1% | -15%
O=C(N/N=C/c1cccc(O)c1)c1cc(-c2ccc3c(c2)OCO3)n[nH]1
→ ? | -0.6 | -29% | -2% | 3.7% | 21% | -6% | . | -5%
O=C(NCc1ccncc1)c1csc([C@@H]2C[C@H](O)[C@@H](CO)O2)n1
→ i | 0.1 | -11% | 3% | -0.8% | . | . | -4% | 9%
COc1cc(NC(=O)C2(C)CCCN2C)cc(OC)c1OC (stereo not given)
→ i | 0.0 | -17% | -2% | 1.3% | . | . | 18% | 16%
Cn1cccc1CC(=O)NNC(=S)Nc1ccc(F)cc1
→ i | 1.9 | -3% | 12% | 0.1% | 0% | 13% | -5% | 3%
CC(C)C[C@@H](CN=[N+]=[N-])N1CCN(Cc2ccccc2)CCC1=O
→ i | -0.4 | -8%&-19% | 5% | 0.6% | -2% | 5% | 0% | -6%&-20%
COc1ccc(C(=O)O/N=C(\C)c2nccs2)cc1
→ i | -1.6 | 8% | 3% | 3.4% | 19% | ? | -14% | 0%
CCOC(=O)c1sc(=NC(=O)c2ccc(S(=O)(=O)N(C)c3ccccc3)cc2)n(C)c1C
→ i | -3.3 | -18% | -4% | 0.0% | 9% | 0% | -12% | 4%
COc1ccc(Nc2ncc(C(=O)N3CCC(C(N)=O)CC3)c3ccccc23)cc1
→ i | 0.5 | 9% | 10% | -0.5% | 3% | -23% | 0% | -1%
COc1cccc(Nc2sc(C(=O)c3ccc(F)cc3)c(N)c2C(=O)NCc2ccc(C)cc2)c1
→ . | . | -46% | . | -0.5% | ? | . | . | 14µM*
COc1cc(C2SCC(=O)N2Cc2ccccc2)ccc1O (stereo not given)
→ ? | 1.8 | 17% | 2% | 1.2% | 0% | 3% | . | -1%
CCOC(=O)c1c(-c2ccc(OC)cc2)oc2ccc(O)cc12
→ i | -5.3 | -13% | 18% | 0.1% | -9% | 0% | 5% | -1%
O=C(c1ccc(-n2cnnn2)cc1)N(C1CCCCC1)C1CCCCC1
→ i | -1.3 | -6% | 4% | 0.5% | 1% | -2% | -11% | -12%
Cc1c(S(=O)(=O)NCCc2ccccc2)c(=O)n(C)c(=O)n1C
→ i | -1.7 | 17% | -7% | -1.1% | -10% | 1% | 22% | 4%
CCc1c(C)nc2[nH]nc(-c3ccccc3)n2c1=O
→ i | 0.1 | 12% | 2% | 10% | 4% | . | 26% | 18%
O=C(COC(=O)C12CC3CC(CC(O)(C3)C1)C2)NC(=O)NCc1ccco1
→ i | 0.5 | -16% | 11% | 0.2% | 5% | -1% | -7% | -3%
CS(=O)(=O)Nc1ccccc1C(=O)N1CCOCC1
→ i | -1.3 | -2% | 0% | -0.3% | 10% | 6% | -1% | 4%
NC(=O)c1ccccc1NS(=O)(=O)Cc1ccccc1
→ i | 0.1 | -18% | -2% | -0.5% | -6% | -9% | 0% | 3%
CCCc1nc2ccccc2c(C(=O)O)c1CC
→ i | 0.4 | -4% | 10% | 1.6% | -1% | -6% | 3% | 18%
CSc1ncccc1C(=O)OCC(=O)NCc1ccccc1
→ ? | -2.6 | -2% | 4% | 0.3% | -3% | 6% | -2% | -3%
O=C(c1cc(COc2ccc(F)cc2Cl)on1)N1CC[C@@H]2CCCC[C@H]2C1
→ i | -1.9 | 4% | 8% | -0.4% | 0% | 3% | 8% | 15%
CCN1C(=O)/C(=C/c2c(C)nn(C)c2C)SC1=S
→ i | 8.4 | -4% | -18% | -0.6% | 7% | . | 3% | -1%
COc1ccccc1NC(=O)CN1CCN(CC(=O)Nc2ccc(C)c(F)c2)CC1
→ i | 0.4 | -6% | 6% | 0.9% | -3% | -2% | -22% | -13%
Cc1ccccc1OCCn1c(=S)[nH]c2c(N)ncnc21
→ i | 1.0 | -2% | 6% | 6.4% | 1% | 5% | . | -20%
CN(C1CCCCC1)S(=O)(=O)c1cc2c(cc1Cl)NC(=O)CO2
→ i | -2.4 | -15% | 6% | 0.3% | -3% | -13% | -16% | ?
Cc1nc(N2CCN(Cc3ccccc3)CC2)nc2c1C(=O)CCC2
→ i | -3.2 | 8% | -2% | 0.2% | 0% | ? | -7% | ?
CCCCNC(=O)c1ccc(-c2nc(CN3CCc4ccccc43)c(C)o2)cc1
→ i | . | 2% | . | -0.3% | -2% | . | -13% | 0%
Cc1ccc(OCCN2C(=O)CSC2=O)cc1
→ i | -1.5 | 21% | 3% | 0.5% | 1% | 24% | 11% | -2%
CCOC(=O)c1cc(-c2ccccc2)sc1NC(=O)C(C)N1C(=O)c2ccccc2C1=O (stereo not given)
→ i | -3.3 | 2% | 4% | -0.9% | 1% | ? | -14%[11.3 µM] | -6%
CCOc1ccc(OCC)c(NS(=O)(=O)c2ccc3c(c2)CCCN3C(C)=O)c1
→ i | . | -28% | . | 0.6% | 7% | . | 14% | ?
Cc1cc(C)c(S(=O)(=O)NCc2cn3c(C)csc3n2)c(C)c1
→ i | 1.3 | 0% | 3% | -0.1% | -8% | 1% | 14% | 2%
c1ccc(CCNc2ccccn2)nc1
→ i | -1.2 | 6% | 7% | 3.4% | -6% | 12% | 31% | -11%
COc1ccccc1CNc1ncnc2sccc12
→ i | -0.1 | 8% | 7% | 5.5% | -2% | 3.3µM* | -33% | 8%
CN(CC(=O)Nc1cc(S(=O)(=O)N2CCCC2)ccc1Cl)Cc1nc2ccccc2c(=O)[nH]1
→ i | -0.7 | -12% | 10% | -0.1% | 2% | -15% | -13% | -13%
CCn1c(CCC(=O)O)nc2cc(S(=O)(=O)N3CCOCC3)ccc21
→ ? | -0.5 | 2% | -6% | -0.8% | -1% | 5% | -6% | 4%
COc1cc(/C=N/n2c(-c3cc(C)[nH]n3)n[nH]c2=S)ccc1O
→ i | -0.1 | -6% | 3% | 0.4% | -10% | -9% | 4% | -1%
CCCCn1c(NCc2cc(Br)ccc2O)nc2ccccc21
→ i | . | -31% | . | 11% | -4% | -1% | -28% | ?
